# Source: PubChem (National Center for Advancing Translational Sciences (NCATS))
# HTT ATP protect: Huntington cell model cytoprotection by ATP luminescence. 230,000 tested, 0.14% active. PC12 HTT-Q103 induced, cytoprotection, ATP luminescence, 40 h. Potency, µM (highest dose often 56.4 µM), for the others: cytoprotection (ATP increase), most hits filed as activators;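 further: potency means the concentration at half of the fitted maximal effect; % of control where 0% means no effect; nearly all actives have a fitted effect of over 45% in size; toxic huntingtin expression switched on by the ecdysone agonist tebufenozide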
#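 Rat PC12, Q103 Htt exon1-GFP fusion, ecdysone promoter; tebufenozide inducer 100 nM final; compound titration; qHTS, 1500 cells/well; ATPlite luminescent read.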
# GAA glycogen mod: inhibitors or activators of human alpha-glucosidase glycogen cleavage; Potency, µM (top dose mostly 76.4 µM), inactives show at the top dose activity change, negative = inhibition, most hits filed as inhibitors; recombinant GAA, glycogen substrate, Amplex Red glucose oxidase fluorescence; 300,000 tested, 0.38% active;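 further: potency means the concentration at half of the fitted maximal effect; 0% = full enzyme reaction and -100% = no-enzyme basal signal; the screen sought inhibitors and activators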
#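 Natural-substrate format: glycogen cleavage by 4 nM human enzyme, glucose read by Amplex Red coupling (Ex 573, Em 610 nm). Normalized to enzyme and no-enzyme controls.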
# HTT aggregate: reduces HttQ103-GFP aggregates in PC12 cells; PC12 HttQ103-GFP aggregates, Acumen cytometry, 40 h; 220,000 tested, 1.1% active; Potency, µM (top dose mostly 46.1 µM), without a hit: top-dose activity change, negative = inhibition, most hits filed as inhibitors; further: potency means the concentration at half of the fitted maximal effect; on the % scale 0 is the no-effect control and ±100 the full control effect; nearly all actives have a fitted effect of over 60% in size
#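 PC12/HTTQ103-GFP, ecdysone-inducible; teb 100 nM; cpd qHTS titration; GFP aggregates read on laser cytometer, Ex 488/Em 500-530 nm.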
# GAA inhib: blocks human lysosomal alpha-glucosidase. P10253. purified human GAA, 4-MU-alpha-glucoside fluorescence. Potency, µM (doses to about 76.9 µM), without a hit: at the top dose activity change, negative = inhibition, hits mostly inhibitors. 200,000 tested, 0.005% active. AID 1466;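 further: potency means the concentration at half of the fitted maximal effect; plate controls were uninhibited enzyme wells for no effect and no-enzyme background for full effect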
#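 Endpoint fluorogenic read: 20 min room-temperature reaction of 4 nM human alpha-glucosidase with 400 uM 4-methylumbelliferyl-alpha-D-pyranoside, pH 5.0, quenched with 1M NaOH/1M glycine pH 10. AC50 from Hill modeling.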
# aGlu spleen mod: inhibits or activates alpha-glucosidase in human spleen homogenate | Potency, µM (top dose mostly 79.9 µM), without a hit: top-dose activity change, negative = inhibition, actives largely listed as inhibitors | human spleen homogenate, 4-MU-alpha-glucoside fluorescence | AID 2112 | 240,000 tested, 0.006% active;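 further: potency means the concentration at half of the fitted maximal effect; 0% = enzyme with vehicle and -100% = no enzyme basal signal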
#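 Human spleen homogenate (1 ug) incubated with compounds and 1 mM 4-methylumbelliferyl-alpha-D-glucopyranoside in pH 5.0 citrate/phosphate buffer, 37 C, 40 min. Stopped at pH 10; 4-MU fluorescence (Ex 365/Em 440 nm); AC50 by Hill fit.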
# CBFb-RUNX1 inh: inhibitors of human CBF-beta and RUNX1 interaction. AlphaScreen CBFb-His/RUNX1-biotin binding, biochemical. Potency, µM (doses to about 59.8 µM), for the others: at the highest dose activity, negative = inhibition, hits mostly inhibitors. 230,000 tested, under 10 active; further: % of control where 0% means no effect
# Target sequence (Q01196 whole entry, looked up): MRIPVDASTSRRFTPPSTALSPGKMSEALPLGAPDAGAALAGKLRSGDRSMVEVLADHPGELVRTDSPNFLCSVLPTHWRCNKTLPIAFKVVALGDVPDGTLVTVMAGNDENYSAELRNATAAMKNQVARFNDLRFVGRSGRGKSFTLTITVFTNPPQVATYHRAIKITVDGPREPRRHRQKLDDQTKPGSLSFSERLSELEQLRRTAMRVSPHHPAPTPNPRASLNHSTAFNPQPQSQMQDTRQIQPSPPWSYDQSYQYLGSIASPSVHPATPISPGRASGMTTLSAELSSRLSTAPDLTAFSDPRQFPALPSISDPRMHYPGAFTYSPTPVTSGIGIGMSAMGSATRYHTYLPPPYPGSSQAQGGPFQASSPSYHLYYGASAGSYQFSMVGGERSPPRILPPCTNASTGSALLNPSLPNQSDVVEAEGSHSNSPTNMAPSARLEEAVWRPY
# Target sequence (Q13951 whole entry, looked up): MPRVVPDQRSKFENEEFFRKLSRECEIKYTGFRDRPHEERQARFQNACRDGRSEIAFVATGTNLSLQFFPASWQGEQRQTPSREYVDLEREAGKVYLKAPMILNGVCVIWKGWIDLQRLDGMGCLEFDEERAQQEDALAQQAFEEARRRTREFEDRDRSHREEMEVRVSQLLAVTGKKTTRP
#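 CBF-beta (His) and RUNX1 (biotin), 30 nM each; 20 min preassociation; + compound, 15 min; + beads 50 ng each (Ni, streptavidin), 90 min; RT; AlphaScreen read.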
# Lamin A splicing: LMNA splicing modulation; Potency, µM (highest dose often 46.1 µM), for inactives: top-dose ratio change, negative = inhibition, most hits filed as inhibitors; HeLa LMNA splicing GFP/RFP minigene ratio, 48 h; 200,000 tested, 0.01% active; active means well fitted inhibition curve with a large enough effect in the signal ratio, with a control signal flat, not every such curve was filed as active; inconclusive means small, poorly fitted or top-dose-only effect, or effect the other way, or a change in a side signal; the % refers to the signal ratio; further: potency means the concentration at half of the fitted maximal effect; on the % scale 0 is the no-effect control and ±100 the full control effect
#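 Read-out is the ratio of GFP to DsRed2 object intensity, acquired by 488 nm laser-scanning cytometry on HeLa lamin A-EGFP minigene reporter cells. Compound incubation 48 hrs at 37 °C in Opti-MEM with 2% FBS; DMSO 0.5% final.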
# Numbers without * were called inactive; ? = inconclusive; · = not tested or not shown; [ ] = dose if it differs, or a comment. Unless noted, the call rests on the fitted dose curve; in most records, active means well fitted curve in the direction sought with a large enough effect; inconclusive means small, poorly fitted or top-dose-only effect, or another doubt; inactive means no such curve, though single readings can be large; an effect the other way counts as inactive or inconclusive.
# Values in the order – HTT ATP protect	GAA glycogen mod	HTT aggregate	GAA inhib	aGlu spleen mod	CBFb-RUNX1 inh	Lamin A splicing
1	CN(C)CCCNc1ccc(S(N)(=O)=O)cc1[N+](=O)[O-]
    19%[10 µM]	-2%	7%	1%	-12%	-3%	-1%
2	CC1=C(C(N)=O)C(c2ccccn2)n2nc(SCc3ccccc3)nc2N1 (stereo not drawn)
    1%[10 µM]	-4%	-13%	1%	1%	1%	-5%
3	Cc1ccc2[nH]cc(C(=O)CN3CCN(C)CC3)c2c1
    -13%	2%	17%	-7%	3%	0%	2%
4	Cc1ccc(O)c(C(=O)c2cc(C#N)c(=O)n(CC3CCCO3)c2)c1 (stereo not drawn)
    23%[10 µM]	8%	-18%	-6%	-6%	8%	-18%
5	COc1ccc2c(c1OC)C(=O)OC2c1c(O)nc(SC)n(-c2ccccc2)c1=O (stereo not drawn)
    -22%	-1%	7%	-3%	-13%	3%	18%
6	CSc1ncccc1C(=O)OCC(=O)Nc1ccc2c(c1)OCO2
    -14%	3%	4%	0%	-2%	-4%	9%[46 µM]
7	CCOC(=O)c1cnc2c(cnn2C)c1Cl
    3%[10 µM]	-2%	-5%	4%	2%	2%	?
8	Nc1nc(-c2ccccc2)nn1C(=O)Cc1ccccc1
    -1%	-8%	11%	-2%	1%	11%	2%
9	Clc1ccc(C2Nc3ccccc3-n3cccc32)cc1 (stereo not drawn)
    19%[10 µM]	11%	-4%	5%	-3%	18%	-13%
10	Cc1ccccc1N(CC(=O)N/N=C/c1cc(C)n(-c2ccccc2C)c1C)S(C)(=O)=O
    -6%	-9%	18µM*	?	-2%	·	12%
11	CC(C)CCn1c(O)c(N=NC(=O)c2ccco2)c2ccccc21
    7%[10 µM]	2%	-7%	-1%	-4%	-1%	5%
12	O=C1C(O)=C(O)C(=O)C(O)=C1O
    ?	·	17%	·	0%	?	?
13	CCCc1cc(=O)[nH]c(SCC(=O)N(CC(C)C)C2CCS(=O)(=O)C2)n1 (stereo not drawn)
    -1%	3%	-1%	2%	1%	6%	-5%
14	O=c1ccc(N=Nc2ccccc2)ccc1O
    -55%[inhibitor][10 µM]	-2%	-33%[9.22 µM]	·	-7%	·	·
15	CC(C)c1ccc(NC2(C#N)C(=O)Nc3ccccc32)cc1 (stereo not drawn)
    7%	-2%	7%	5%	-7%	2%	-1%
16	CCOc1nc(Nc2ccc([N+](=O)[O-])cc2)nc(NC(C)(C)C)n1
    -16%[10 µM]	-2%	-26%	-3%	1%	2%	?
17	Cc1cc(C)c2nc3sc(C(=O)N4CCOCC4)c(N)c3cc2c1
    -71%[inhibitor][10 µM]	-12%	?	·	3%	7%	·
18	CC(=O)[C@@]1(O)CC[C@H]2[C@H]3C[C@@H](C)C4=CC(=O)C=C[C@]4(C)[C@@]3(F)[C@@H](O)C[C@]21C
    -39%[inhibitor][17.1 µM]	·	-9%[20.6 µM]	·	5%[29.1 µM]	8%[21.7 µM]	?
19	COC(=O)c1ccccc1NC(=S)N(Cc1ccc2c(c1)OCO2)Cc1cc2cc(OC)ccc2[nH]c1=O
    -31%[10 µM]	-5%	-28%	6%	-15%	-5%	?
20	CC1Cc2ccccc2N1C(=O)CSC1=NCCS1 (stereo not drawn)
    18%[10 µM]	-6%	-3%	-3%	-9%	4%	?
21	COc1ccc(Cl)cc1C(=O)NNC(=O)c1cccnc1
    7%[10 µM]	-14%	-1%	1%	-5%	3%	0%
22	CC(C)c1onc(C(=O)N2CCCCC2)c1[N+](=O)[O-]
    14%[10 µM]	-7%	12%	9%	-4%	0%	-15%
23	CCOc1ccc(N2C(=O)/C(=C/c3ccccc3OCC(=O)OC)N(CC(=O)OC)C2=S)cc1
    7%[10 µM]	-13%	-9%[9.22 µM]	?	0%	3%	·
24	CCCCCn1c(CN2CCN(C(=O)OCC)CC2)nc2c1c(=O)[nH]c(=O)n2C
    -1%[10 µM]	3%	0%	5%	3%	11%	-8%
25	CCOc1cc(/C=C/c2cc(C(=O)O)c3ccccc3n2)ccc1OC
    -38%[10 µM]	5%	19%	3%	0%	3%	?
26	Cc1onc(-c2ccccc2)c1C(=O)Nc1ccc(N2CCOCC2)cc1
    -17%	3%	17%	-11%	-1%	-1%	3%
27	Cc1ccc(CCNC(=O)C23CN(Cc4ccccc4)CC2C(c2ccc([N+](=O)[O-])cc2)=NO3)cc1 (stereo not drawn)
    -14%	-2%	-11%	-11%	1%	-3%	?
28	Nc1ccccc1Sc1ccc(C(F)(F)F)cc1[N+](=O)[O-]
    -5%[10 µM]	1%	-9%[9.22 µM]	-8%	-1%	-3%	?
29	O=C(CN1C(=O)S/C(=C/c2ccncc2)C1=O)N1CCOCC1
    ·	-2%	3%	-4%	5%	6%	-1%
30	CC1(C)SC2c3ccccc3C(=O)N2[C@@H]1C(=O)NCc1ccco1 (stereo partly drawn)
    0%	-12%	1%	-3%	-5%	-1%	-12%

# Values in the order – HTT ATP protect	GAA glycogen mod	HTT aggregate	GAA inhib	aGlu spleen mod	CBFb-RUNX1 inh	Lamin A splicing
31	COC(=O)CSc1nc(N2CCOCC2)c2c(c1C#N)CC(C)(C)N(C)C2
    1%	4%	3%	1%	1%	3%	-12%
32	O=C(N/N=C/c1ccc2c(c1)OCO2)c1sc2cc(Cl)ccc2c1Cl
    19%[10 µM]	3%	?	6%	-1%	4%	-11%
33	Cc1ccc(CNC(=O)C2CC3Cn4c(nc5cc(C)c(C)cc54)C3N2C)o1 (stereo not drawn)
    -9%[10 µM]	3%	-1%[9.22 µM]	·	4%	9%	·
34	O=C(CNC(=O)c1ccc(-c2ccccc2)cc1)OCc1ccc(Cl)cc1
    ·	2%	17%	1%	0%	11%	-7%
35	CC(=O)c1cn(CC(=O)NCC2CCCO2)c2ccccc12 (stereo not drawn)
    -1%	-2%	?	-12%	4%	7%	-10%
36	NC(=O)c1cc(C(N)=O)nc(Cl)n1
    33%[10 µM]	-2%	8%[9.22 µM]	-1%	10%	-1%	?
37	Cc1nc(NC(=O)/C=C/c2ccccc2)sc1C(=O)N(C)C
    -2%[10 µM]	11%	-22%	-18%	1%	0%	9%
38	COC(=O)c1sccc1NC(=O)CN(C)NS(=O)(=O)c1ccc(F)cc1
    -11%	-26%	-10%	2%	-3%	5%	-4%
39	CSc1sc(C(=O)NCC2CC2)cc1S(=O)(=O)C(C)C
    1%[10 µM]	-1%	-5%[9.22 µM]	·	2%	6%	·
40	COc1ccc(N2CC(C(=O)OCC(=O)c3cccc(OC)c3)CC2=O)cc1 (stereo not drawn)
    2%[10 µM]	-9%	-7%	?	-9%	-2%	9%
41	CC(=O)n1nc(-c2ccc(C)cc2)nc1NCc1ccc(F)cc1
    0%[10 µM]	-2%	5%	-3%	0%	13%	12%[46 µM]
42	CCOc1ccc(NC(=O)CN(C)S(=O)(=O)c2cccs2)cc1
    9%	1%	21%	-9%	-9%	-2%	-4%
43	CCOC(=O)C(CC)Sc1ccc2nnc(-c3cccnc3)n2n1 (stereo not drawn)
    -17%	1%	-11%	2%	-6%	-11%	·
44	Cc1ccc(C(CC(=O)N2CCOCC2)c2ccco2)cc1 (stereo not drawn)
    -4%[10 µM]	1%	13%	-17%	-9%	4%	-9%
45	CC1CC(C)CN(c2nc(N(C)c3ccccc3)nc(N)c2[N+](=O)[O-])C1 (stereo not drawn)
    23%[10 µM]	-9%	5%[9.22 µM]	·	-4%	-18%	·
46	CCCCc1ccc(-c2csc(/C(C#N)=C\c3ccco3)n2)cc1
    ·	1%	-7%	-9%	-7%	8%	22%
47	CCOC(=O)C(=O)NN=C(c1ccccc1)c1ccccc1
    5%[10 µM]	-3%	-7%[9.22 µM]	·	1%	6%	·
48	CN=c1sc(C(=O)Nc2cccc(Cl)c2)cc(=O)n1C
    10%[10 µM]	2%	5%	5%	-7%	8%	-13%
49	Cn1c(=O)[nH]c(=O)c2c1nc(Br)n2Cc1ccccc1F
    -27%	-6%	18%	-3%	-4%	0%	9%
50	Cc1ccc(CN(CC(=O)N/N=C/c2ccco2)S(=O)(=O)c2ccc(C)cc2)cc1
    17%	-3%	-8%	?	-3%	-9%	-2%
51	Cc1noc(C)c1-c1ccc2ncnc(NCc3ccccc3)c2c1
    -58%[inhibitor]	·	·	·	-3%	·	?
52	CN1C2CCC1CC(NC(=O)CSc1ccc(Cl)cc1)C2 (stereo not drawn)
    -15%[10 µM]	-1%	-6%[9.22 µM]	-4%	-1%	0%	·
53	COc1cccc(CN2CCNC(=O)C2CC(=O)NCCCn2ccnc2)c1 (stereo not drawn)
    7%[10 µM]	7%	-6%[9.22 µM]	·	2%	20%	·
54	NC1=NC(=Nc2ccc(Br)cc2)c2ccccc21
    -1%[10 µM]	6%	?	?	-5%	9%	?
55	CC(C)CC1NC(=O)N(CC(=O)Nc2ccccc2-c2ccccc2)C1=O (stereo not drawn)
    -2%	-1%	-11%	-7%	-1%	4%	·
56	COc1cc(C2CC(=O)N3CN(Cc4ccccc4)CSC3=C2C#N)ccc1OCc1ccccc1 (stereo not drawn)
    -32%	-17%	9%	-3%[15.4 µM]	1%	-16%	-3%
57	Cc1ccc(C)c(NC(=O)CCCCCCCCCCC2COCCO2)c1 (stereo not drawn)
    -11%[10 µM]	-9%	-9%	1%	13%	-3%	-10%
58	Oc1c(Br)cc(Cl)cc1C=Nc1ccc(N2CCOCC2)cc1
    32%[10 µM]	-10%	17%[9.22 µM]	-1%	2%	-11%	-16%[46 µM]
59	O=C(CSc1ccc2ccccc2c1)N1CCN(c2ccc(O)cc2)CC1
    -6%[10 µM]	16µM*	8%[9.22 µM]	·	-3%	-27%	·
60	O=C1N/C(=N/N=C/c2ccco2)SC1Cc1ccccc1 (stereo not drawn)
    ·	21%	12%	0%	8%	-16%	·

# Compound profiles, as listed above. Screens in order: HTT ATP protect	GAA glycogen mod	HTT aggregate	GAA inhib	aGlu spleen mod	CBFb-RUNX1 inh	Lamin A splicing
# CC1CC(C)CN(c2nc(N(C)c3ccccc3)nc(N)c2[N+](=O)[O-])C1 (stereo not drawn) across the screens: 23%[10 µM]	-9%	5%[9.22 µM]	·	-4%	-18%	·
# CC(=O)c1cn(CC(=O)NCC2CCCO2)c2ccccc12 (stereo not drawn) across the screens: -1%	-2%	?	-12%	4%	7%	-10%
# Cn1c(=O)[nH]c(=O)c2c1nc(Br)n2Cc1ccccc1F across the screens: -27%	-6%	18%	-3%	-4%	0%	9%
